FLuc inh: inhibitors of firefly (Photinus pyralis) luciferase; purified P. pyralis luciferase, luminescence, biochemical; Potency, µM (doses to about 115 µM), for the others: at the top dose activity change, negative = inhibition, usual class: inhibitors; 76,000 tested, 2.5% active; AID 1347043; also: potency is read from the fitted curve at half-maximal effect; nearly all actives have a fitted effect of over 65% in size
Target sequence (P08659 whole entry, looked up): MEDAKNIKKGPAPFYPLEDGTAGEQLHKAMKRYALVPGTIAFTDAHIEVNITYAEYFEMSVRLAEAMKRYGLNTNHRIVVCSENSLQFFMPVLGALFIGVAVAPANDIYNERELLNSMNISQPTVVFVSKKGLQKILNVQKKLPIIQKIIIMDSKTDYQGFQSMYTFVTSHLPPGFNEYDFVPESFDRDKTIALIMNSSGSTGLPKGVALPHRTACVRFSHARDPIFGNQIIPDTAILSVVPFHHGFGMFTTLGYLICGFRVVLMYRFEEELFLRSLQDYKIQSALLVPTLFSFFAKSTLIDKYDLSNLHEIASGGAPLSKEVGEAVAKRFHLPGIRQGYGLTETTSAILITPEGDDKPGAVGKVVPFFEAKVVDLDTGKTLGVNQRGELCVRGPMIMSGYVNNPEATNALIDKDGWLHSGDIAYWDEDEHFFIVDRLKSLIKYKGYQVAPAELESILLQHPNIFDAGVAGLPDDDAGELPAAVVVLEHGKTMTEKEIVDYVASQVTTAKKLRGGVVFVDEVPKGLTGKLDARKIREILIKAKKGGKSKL
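Purified P. pyralis luciferase (10nM final) in 50mM Tris acetate pH 7.5, 10mM Mg acetate, 0.01% Tween-20, 0.05% BSA with 10uM D-luciferin and 10uM ATP. Compounds titrated qHTS. Luminescence imaged on CCD.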
IP6K1 inh: IP6K1 kinase inhibition | Q92551 | IP6K1 kinase, ADP-Glo luminescence, 2 h; hits give low values | activity change, % (series mostly up to about 58 µM) | 140,000 tested, 0.81% active; in the data active = activity change below about -25%
Target sequence (Q92551 whole entry, looked up): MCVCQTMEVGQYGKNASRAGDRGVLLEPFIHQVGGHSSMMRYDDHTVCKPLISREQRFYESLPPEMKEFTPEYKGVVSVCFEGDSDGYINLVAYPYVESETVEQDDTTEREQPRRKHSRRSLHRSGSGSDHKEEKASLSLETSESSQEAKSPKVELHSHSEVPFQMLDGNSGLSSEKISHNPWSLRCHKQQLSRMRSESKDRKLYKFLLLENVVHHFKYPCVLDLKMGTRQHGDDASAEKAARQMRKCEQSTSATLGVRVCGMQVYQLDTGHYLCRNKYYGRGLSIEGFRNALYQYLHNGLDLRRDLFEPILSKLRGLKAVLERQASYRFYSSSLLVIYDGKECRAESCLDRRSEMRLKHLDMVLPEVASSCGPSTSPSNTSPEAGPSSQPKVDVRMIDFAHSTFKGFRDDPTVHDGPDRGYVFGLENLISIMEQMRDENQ
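ADP-Glo luminescence measures ADP made by human IP6K1 during a 2 h RT reaction with ATP/IP6 (mix at 1.3 mM/130 uM); top library doses 57.5 and 19.1 uM final.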
HEK293 viab: counter-screen for SNCA expression inhibitors: cell viability. HEK-293-SNCA-luc viability, GF-AFC fluorescence, 24 h. Potency, µM (highest dose often 57.1 µM), inactives show top-dose activity change, negative = cytotoxicity, hits mostly cytotoxic. 150,000 tested, 0.12% active. AID 1671193;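 also: potency is read from the fitted curve at half-maximal effect; 0% = DMSO-treated cells and -100% = medium-only wells without cells; nearly all actives have a fitted effect of over 30% in size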
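HEK-293-SNCA-luc cells (1500/well) plated 24 h, then exposed 24 h to a dilution series; GF-AFC added 30 min at 37C, fluorescence 405/540 nm; normalised to medium-only and DMSO wells, Hill fit.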
NIH3T3 tox: kills NIH 3T3 cells | NIH 3T3 viability, CellTiter-Glo ATP luminescence, 48-72 h | 94,000 tested, 4.3% active | Potency, µM (doses to about 96.7 µM), for the others: at the top dose activity change, negative = cytotoxicity, most hits filed as inhibitors; also: potency is read from the fitted curve at half-maximal effect; nearly all actives have a fitted effect of over 55% in size
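Viability of NIH 3T3 cells after 48 or 72 hr compound treatment at 37 °C was assessed by CellTiter-Glo, with luminescence imaged following a 10 min room-temperature step.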
SNCA expr inhib: reduces expression of the alpha-synuclein gene; AID 1671194; HEK-293 SNCA-luciferase knock-in, luminescence, 24 h; Potency, µM (highest dose often 57.2 µM), inactives show at the highest dose activity change, negative = inhibition, usual class: inhibitors; 140,000 tested, 0.17% active;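 also: potency is read from the fitted curve at half-maximal effect; plate controls were DMSO cells for no effect and cell-free wells for full effect; nearly all actives have a fitted effect of over 45% in size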
HEK293 tox: cytotoxic compounds in HEK 293 cells. HEK 293 viability, ATP luminescence (CellTiter-Glo), 48-72 h. Potency, µM (top dose mostly 115 µM), for inactives: at the top dose activity change, negative = cytotoxicity, usual class: inhibitors. 94,000 tested, 6.6% active. AID 1345083; also: potency is read from the fitted curve at half-maximal effect; nearly all actives have a fitted effect of over 60% in size
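HEK 293 cells seeded at 250 cells/well were exposed to compound for 48 or 72 hr at 37 degree Celsius. Viability taken as ATP content by CellTiter-Glo luminescence.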
GPT2 inhibitor: blocks human glutamate pyruvate transaminase 2; Potency, µM (highest dose often 57.7 µM), without a hit: top-dose activity change, negative = inhibition, usual class: inhibitors; 100,000 tested, 0.25% active; Recombinant GPT2, coupled pyruvate oxidase/HRP Amplex Red fluorescence; also: potency is read from the fitted curve at half-maximal effect; nearly all actives have a fitted effect of over 60% in size; many of its hits are not listed in these tables
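Recombinant GPT2 (10ng/uL) with 250uM a-KG and 2mM L-alanine, 30 min at room temperature, in HEPES pH 7.5 buffer. Pyruvate detected by pyruvate oxidase/HRP/Amplex Red fluorescence after 30 min in the dark; AOA (50uM) as positive control.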
* = called active by the depositor; i = inactive; ? = inconclusive; · = not tested or not shown; [ ] = another dose, or the depositor's remark. Unless noted, calls follow the shape of the dose curve; as a rule, active = well fitted curve in the direction sought with a large enough effect; inconclusive = small, poorly fitted or top-dose-only effect, or another doubt; inactive = no such curve, though single readings can be large; an effect the other way counts as inactive or inconclusive. Unless noted, % is scaled to controls: 0 for no effect and ±100 for the full control effect. The list is partial; rates above refer to the full screens.

Order of values: FLuc inh | IP6K1 inh | HEK293 viab | NIH3T3 tox | SNCA expr inhib | HEK293 tox | GPT2 inhibitor
> CC(C)(C)NC(=O)N1CC(c2noc(C3CCCN3CC3CC3)n2)C1 (stereo not given)
    7% | 30 | -10%[12.5 µM] | -7% | 21% | -22% | -5%
> O=C(CCS(=O)(=O)c1cccc2nonc12)Nc1ccc(F)cc1F
    · | 38 | 4% | · | 34% | · | ·
> COc1ccc(CC(=O)NC2CCCN(c3ccc4nnc(C)n4n3)C2)cc1 (stereo not given)
    · | -8 | · | -15% | · | 5% | ·
> COc1ccc(C(=O)Nc2ccc3c(N4CCOCC4)ncnc3c2)c(C)c1
    ? | 1 | -17% | 22µM* | -1% | ? | 4%
> CN1CC(=O)N(C2CCCNCC2)Cc2c(NCc3cccc(Cl)c3)ncnc21 (stereo not given)
    · | 3 | 5% | i | -1% | i | -14%
> CCc1ccc(C2N=C(N)Nc3nc4ccccc4n32)cc1 (stereo not given)
    · | 22 | 18% | · | ? | · | ·
> CCN(C(=O)CCC(=O)N1CCC(C)(c2noc(C)n2)CC1)c1ccccc1
    -5% | 10 | -12% | 0% | -15% | -5% | -3%
> CC(C)CNC(=O)C1COC2(CCN(C(=O)c3ccc(F)cc3F)CC2)N1C(=O)c1ccccc1 (stereo not given)
    4% | 14 | -7% | -5% | -9% | ? | -14%
> O=C(Cn1ccn2nc3c(c2c1=O)CCCCC3)Nc1ccc2c(c1)OCO2
    ? | 42 | -4% | -5% | 5% | -29% | i
> CC(C)N1C[C@H](Oc2ccccc2)[C@@H]1C1CCN(C(=O)c2ccccn2)CC1
    · | 4 | 3% | -27% | 42%[activator] | -16% | ?
> O=C(NC1CC(=O)N(c2ccccc2)C1)C(c1ccccc1)c1ccccc1 (stereo not given)
    · | -10 | -5% | · | 6% | · | ·
> Cc1ccc(CNC(=O)CCSCc2ccccc2F)cc1
    · | 34 | 0% | · | 3% | · | ·
> COC(=O)c1ccccc1NC(=O)Cn1c(=O)cc(C)c2c(C)nn(C)c21
    · | -23 | 4% | · | -13% | · | ·
> O=C(NCc1ccc(Cl)cc1)[C@@H]1Cc2nc[nH]c2CN1Cc1cc2ccccc2o1
    -3%[172 µM] | 14 | 0%[87.6 µM] | -17%[174 µM] | 20%[87.6 µM] | ? | -6%[88.5 µM]
> COc1ccc(C(=O)Nc2ccc(C(O)[C@H]3COCC(=O)N3CC(C)C)cc2)cc1 (stereo not given in full)
    25µM* | 8 | -26%[87.6 µM] | 3%[174 µM] | -6%[87.6 µM] | ? | -7%[88.5 µM]
> COCCC1(NS(C)(=O)=O)CCN(C(=O)c2ocnc2C)CC1
    2% | 11 | -3% | -6% | -19% | -7% | i
> O=C(CCNS(=O)(=O)c1ccc(Br)s1)Nc1ccc(Br)cc1
    · | -5 | 1% | · | -25% | · | ·
> CC(=O)c1cccc(NC(=O)CN2C(=O)CC(c3ccc(C)cc3C)=Nc3ccccc32)c1
    · | -2 | 7% | · | -2% | · | ·
> O=C([C@@H]1C[C@H](Oc2cccnc2)CN1C(=O)c1ccsc1)N1CCOCC1
    -3% | 0 | -2% | i | -3% | i | i
> Cc1c(C(=O)Nc2ccc(F)cc2F)sc2nc3n(c(=O)c12)N=C(c1ccccc1)CS3
    · | 3 | 4% | · | 59%[activator] | · | ·
> O=C(c1ccccc1)N1CCCC1C(=O)N1CCCC1c1nc2ccncc2[nH]1 (stereo not given)
    · | 4 | 8% | -27% | -13% | -3% | 4%
> COC(=O)[C@@H]1Cc2ncn(Cc3ccc(OC)cc3)c2CN1C(=O)CC(C)(C)CC(=O)O
    -1% | -5 | 0% | -11% | 5% | 1% | 4%
> O=C(CCNS(=O)(=O)c1ccc2c(c1)CCCC(=O)N2)NCc1ccc(Cl)cc1
    · | 22 | 4% | · | 26% | · | ·
> Cc1ccc([N+](=O)[O-])cc1S(=O)(=O)N(C)C
    · | · | -9% | · | 4% | · | -5%
> CN(C)c1cnn(CC(=O)N2CCCC(c3ccc(Cl)cc3)C2)c(=O)c1 (stereo not given)
    8% | 9 | 0% | -26% | -10% | -32% | 4%
> O=C(C1CC1)N1CCN(C2CCN(Cc3cccnc3)C2=O)CC1 (stereo not given)
    -2% | 9 | 3% | 3% | 12% | -7% | 1%
> CCNC(=O)C1CCCN(S(=O)(=O)c2ccccc2)CCC(=O)NCC1 (stereo not given)
    4% | -3 | 6% | i | -3% | i | i
> CCc1nc(-c2c3n(c(=O)n(Cc4ccc(C(=O)OC)o4)c2=O)CCCC3)no1
    -1% | 3 | -13% | -16% | -6% | 0% | 3%
> O=C(Nc1ccc(F)cc1F)N1CCC(OC2CCN(Cc3ccccc3)CC2)CC1
    1% | -4 | 1% | -18% | -26% | ? | ?
> CSc1ccc(-c2nnc(NC(=O)c3ccc4c(c3)OCCO4)o2)cc1
    · | 12 | 8% | · | 0% | · | ·

Molecules above with two or more sulfur atoms:
Order of values: FLuc inh | IP6K1 inh | HEK293 viab | NIH3T3 tox | SNCA expr inhib | HEK293 tox | GPT2 inhibitor
> O=C(CCNS(=O)(=O)c1ccc(Br)s1)Nc1ccc(Br)cc1
    · | -5 | 1% | · | -25% | · | ·
> Cc1c(C(=O)Nc2ccc(F)cc2F)sc2nc3n(c(=O)c12)N=C(c1ccccc1)CS3
    · | 3 | 4% | · | 59%[activator] | · | ·

Next part:
Order of values: FLuc inh | IP6K1 inh | HEK293 viab | NIH3T3 tox | SNCA expr inhib | HEK293 tox | GPT2 inhibitor
> CCC(Cc1ccccc1)NC(=O)c1oc(=O)c2ccccc2c1-c1ccccc1 (stereo not given)
    · | 6 | 3% | · | -8% | · | ·
> Cc1ccccc1[C@H]1C[C@@H](O)[C@@H](O)[C@@H]1NS(=O)(=O)c1ccc(C(F)(F)F)cc1
    0%[172 µM] | 20 | -6%[87.6 µM] | -26%[174 µM] | 1%[87.6 µM] | 100µM* | -10%[88.5 µM]
> COc1ccc(-c2cn3nc(N4CCC(C(=O)Nc5cccc(OC)c5)CC4)sc3n2)cc1
    · | -17 | -10% | · | 2% | · | ·
> COc1ccc(-c2cccc(C(=O)N3CCC(NC(=O)C4CCCC4)CC3)c2)nn1
    · | 23 | · | -19% | · | -14% | ·
> Cc1noc(-c2cn(C3CCN(C(=O)COc4ccc(F)cc4)C3)nn2)n1 (stereo not given)
    2% | 9 | 0% | -25% | 18% | 4% | i
> Cc1cnc(CC2CCN(C(=O)NC(C)C)CC2)n1Cc1ccc(F)cc1
    0% | 4 | 11% | -10% | -21% | -2% | i
> COCCOCC(=O)N1CCCCCCNC(=O)[C@@H]2C[C@@H](c3nc(Cc4ccccc4)no3)C[C@@H]21
    -6% | 1 | ? | -14% | 20% | i | -4%
> COCCN1C(=O)c2cccn2CC1CNC(=O)CCc1c[nH]c2ccccc12 (stereo not given)
    0% | -11 | 0% | i | -29% | 1% | i
> O=C(C1CN(C2CCCCC2)C(=O)N1)N1CCC(Cc2ccccc2)CC1 (stereo not given)
    · | 30 | 28%[12.5 µM] | ? | 0% | ? | 3%
> CN(Cc1ccccc1)c1ccc(C(=O)N2CCC(CN3CCCC3=O)CC2)cn1
    -9% | 6 | 11% | -19% | ? | -1% | -1%
> COc1ccc(-c2cc(N3CCN(C(=O)Cc4ccc(Br)cc4)CC3)n[nH]2)cc1
    2% | -6 | -7% | i | 31%[activator] | 1% | -3%
> COc1ccc(NC(=O)Cn2c(C)cc3ccccc3c2=O)c(OC)c1
    · | -11 | 19% | · | 13% | · | ·
> CCN1CCN(CCNC(=O)CCC[C@@H]2[C@H]3CCCN4CCC[C@@H](CN2C(C)=O)[C@@H]34)CC1
    4% | 0 | 9% | -6% | -16% | -15% | -1%
> COc1ccc(Cn2c(CO)cnc2SCc2ccccc2C)cc1
    · | 22 | 0% | · | 128%[activator] | · | ·
> Cc1ccc(OCc2nc(C3CCCCN3C(=O)c3cc(F)ccc3F)no2)cc1 (stereo not given)
    5% | -4 | 6% | ? | 2% | ? | i
> O=C(NCc1ccncc1)c1c(OCC2CC2)cc(=O)n2c1CCCCC2
    5% | 6 | 0% | i | -4% | -2% | i
> O=C(Nc1ccc(NC(=O)c2cccs2)cc1)c1ccc(Br)cc1
    · | 4 | ? | · | -12% | · | ·
> O=C(COc1ccccc1)Nc1ccccc1C(=O)OCc1cc(=O)n2nc(C3CC3)sc2n1
    · | 0 | -6% | · | 3% | · | ·
> Cc1ccc(C(c2sc3nc(-c4ccco4)nn3c2O)N2CCN(Cc3ccccc3)CC2)cc1 (stereo not given)
    · | 13 | 9% | · | 28% | · | ·
> O=c1n(-c2ccc([N+](=O)[O-])cc2)nc2n1CCN(Cc1cccc3ccccc13)C2
    -8% | 7 | 7% | ? | -17% | ? | i
> COCCN1C(=O)CS(=O)(=O)C12CCN(C(=O)c1cc(F)cc(F)c1)CC2
    -2% | 20 | -14% | -17% | -2% | -5% | i
> CCCOC(=O)c1ccc(NC(=O)C2CC(=O)N(c3ccc(C)cc3)C2)cc1 (stereo not given)
    · | 12 | 7% | · | 21% | · | ·
> Cc1cccc(-c2nc3c(C#N)c[nH]n3c2NC2CCCCC2)c1
    · | 5 | 4% | · | 69%[activator] | · | ·
> c1ccc([C@@H]2C[C@@H]3C[C@H](N4CCNCC4)C[C@@H]3CO2)cc1
    · | 7 | · | -30% | · | ? | ·
> O=C1NCCCCCN(C(=O)c2ccsc2)[C@@H]2C[C@@H](C(=O)N3CCc4ccccc4C3)C[C@H]12
    -10% | 10 | ? | -15% | -22% | ? | 4%
> O=C(c1cn[nH]c1-c1ccc(F)cc1)N1CCC2(CC1)CC(O)CCO2 (stereo not given)
    -17% | 0 | -7% | -2% | 33%[activator] | ? | i
> COc1ccc(NC(=O)CCS(=O)(=O)c2cc3c(cc2C)NC(=O)CO3)cc1Cl
    · | 13 | -19% | · | 32%[activator] | · | ·
> O=C(NC1CC1)[C@@H]1C[C@H](Oc2cccnc2)CN1S(=O)(=O)c1cccc(F)c1
    -7% | 13 | -3% | -16% | -9% | i | i
> CCOc1ccccc1-c1nc(SCC(=O)c2ccc(OC)c(Br)c2)n[nH]1
    · | 25 | 17% | · | 20% | · | ·
> Cc1ccc(NC(=O)Cn2nc3n(c2=O)CCCCC3)c(C)c1
    0% | 5 | 5% | 3% | 3% | 4% | 1%
> COc1ccc(NC(=O)N2CCC(Oc3ncccc3C(=O)N3CCOCC3)C2)c(C)c1 (stereo not given)
    0% | 26 | -26% | i | 6% | 3% | -14%
> COCCNC(=O)C1CCCN(c2nccc(Nc3ccccc3OC)n2)C1 (stereo not given)
    · | 19 | -8%[12.5 µM] | ? | -1% | ? | i
> C=CCC1(CO)CCCN(Cc2cc(C3CCCCC3)no2)C1 (stereo not given)
    -7% | 19 | -14% | ? | 49%[activator] | 40µM* | -2%

Screening data deposited in PubChem BioAssay by National Center for Advancing Translational Sciences (NCATS).
